Bioassay records as filed in PubChem.
D1 antagonist – blocks dopamine activation of the human D1 receptor; P21728; hit rate 3.2% among 360,000; AID 504652; HEK293 TREx D1 cells, calcium flux, dopamine EC80; active compounds read low; activity change, negative = inhibition, % at 10 µM; in the data active = activity change below about -30%; also: % is scaled to controls: 0 for no effect and ±100 for the full control effect
Target sequence (P21728 whole entry, looked up): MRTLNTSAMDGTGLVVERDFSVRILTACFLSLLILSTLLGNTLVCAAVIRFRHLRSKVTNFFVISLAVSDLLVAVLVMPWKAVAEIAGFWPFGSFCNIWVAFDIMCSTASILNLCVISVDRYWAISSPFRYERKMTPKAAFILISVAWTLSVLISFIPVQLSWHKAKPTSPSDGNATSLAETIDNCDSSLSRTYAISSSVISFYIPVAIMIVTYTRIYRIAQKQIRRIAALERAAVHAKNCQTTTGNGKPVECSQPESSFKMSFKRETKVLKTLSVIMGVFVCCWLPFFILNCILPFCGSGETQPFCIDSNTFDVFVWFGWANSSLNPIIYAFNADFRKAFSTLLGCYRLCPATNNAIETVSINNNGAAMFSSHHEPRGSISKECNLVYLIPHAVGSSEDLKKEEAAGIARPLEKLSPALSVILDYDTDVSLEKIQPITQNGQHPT
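Cells carrying a force-coupled, tetracycline-inducible human D1 receptor report calcium flux. Each well gets a 10 s baseline, compound with 180 s monitoring, then an EC80 dopamine stimulus with a second 180 s kinetic read.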
RXFP1 antag – RXFP1 (human) relaxin receptor antagonism. activity change, negative = inhibition, % at 57.5 µM. HEK293-RXFP1, relaxin-stimulated cAMP HTRF, 30 min; active compounds read low. hit rate 0.59% among 350,000. Q9HBX9;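 active = activity change of -60% or lower, but not beyond a set lower limit; inconclusive = change between -60% and -40%, or beyond the set limit; inactive = change above -40%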; also: % is scaled to controls: 0 for no effect and ±100 for the full control effect
D2 PAM – positive allosteric modulators of human D2 dopamine receptor | AID 485347 | P14416 | hit rate 0.34% among 340,000 | HEK293 T-REx D2, calcium flux, EC20 dopamine potentiation | potentiation, % at 10 µM;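 active = potentiation over 3 SD above the plate norm, cut at about 30% in these data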; also: 0% is about no effect
Target sequence (P14416 whole entry, looked up): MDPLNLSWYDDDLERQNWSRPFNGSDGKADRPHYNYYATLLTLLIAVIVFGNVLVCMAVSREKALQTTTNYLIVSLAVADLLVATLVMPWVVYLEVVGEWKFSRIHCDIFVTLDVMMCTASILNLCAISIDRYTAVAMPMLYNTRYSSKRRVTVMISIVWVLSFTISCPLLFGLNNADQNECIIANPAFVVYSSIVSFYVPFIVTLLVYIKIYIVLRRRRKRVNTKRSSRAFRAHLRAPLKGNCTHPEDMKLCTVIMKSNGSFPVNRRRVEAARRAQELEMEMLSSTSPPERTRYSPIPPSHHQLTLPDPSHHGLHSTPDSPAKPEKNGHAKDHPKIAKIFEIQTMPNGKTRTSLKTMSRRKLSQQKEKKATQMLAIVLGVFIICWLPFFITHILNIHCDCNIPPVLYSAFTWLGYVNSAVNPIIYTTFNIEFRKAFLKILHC
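Primary screen. Calcium kinetics in induced HEK293 T-REx D2 cells: compound pre-addition 180 s, EC20 dopamine, 180 s more.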
TRHR PAM – allosterically enhances the human TRH receptor | hit rate 0.66% among 360,000 | TRHR cells, fluo-8 calcium fluorescence, EC20 TRH enhancement | enhancement, % at 2 µM | P34981; in the data active = enhancement above about 30%; also: 0% is about no effect
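Enhancer read-out: after compound pinning and an initial kinetic agonist-mode read, an EC20 of TRH (10 nM final) was injected and fluo-8 calcium signal (Ex 480/Em 530) followed at 1 s/cycle for 100 cycles in TRHR-expressing cells.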
D1 potentiator – human D1 dopamine receptor positive modulation | hit rate 0.036% among 360,000 | potentiation, % at 10 µM | HEK293 TREx D1 cells, calcium flux, dopamine EC20 potentiation | P21728; in the data active = potentiation above about 30%; also: 0% is about no effect
TRHR agonist – activates the human TRH receptor | P34981 | TRHR cells, calcium flux fluo-8, FDSS agonist mode | activation, % at 2 µM | hit rate 0.18% among 360,000; also: 0% is about no effect
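Fluo-8-loaded TRHR cells; 10 s baseline, compound added, kinetic Ca2+ fluorescence read 1/s, agonist mode.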
D2 antagonist – D2 dopamine receptor (human) antagonism | P14416 | hit rate 2% among 340,000 | inhibition, % at 10 µM | HEK293 TREx D2 cells, calcium flux, dopamine EC80; in the data active = inhibition above about 30%; also: 0% is about no effect
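HEK293 T-REx D2 cells, tet-induced, calcium dye no-wash. Cpd pintool add, 180 s kinetic, then EC80 DA, 180 s kinetic. Ca flux read.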
D2 agonist – activates the human D2 dopamine receptor; HEK293 T-REx D2 cells, calcium flux agonist mode; hit rate 0.53% among 340,000; P14416; activation, % at 2 µM;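 active = activation over 3 SD above normal in the single-dose calcium agonist read, cut at about 30% in these data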; also: 0% is about no effect
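HEK293 Trex D2 cells, tetracycline-induced, o/n 30 C 5% CO2; no-wash Ca dye, RT 30–90 min; 10-cycle baseline, 23 nl cpd added, kinetic Ca read 180 s; agonist hits = positive Ca response.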
D1 agonist – human D1 receptor agonism; P21728; HEK293 T-REx D1 cells, calcium flux, agonist mode; activation, % at 2 µM; hit rate 1% among 360,000; AID 504660; also: 0% is about no effect
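Inducible HEK293 T-REx D1 cells, force-coupled to calcium signalling, were plated at 4000 cells/well with tetracycline and held overnight at 30 C. After no-wash calcium dye loading, compound-evoked calcium rise over 180 s flagged agonists.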
An asterisk follows results filed as active; ? = inconclusive; . = no result given; & = joins results of further samples. Rule as the data show it, unless noted: active = activation above about 30%; inactive = the rest.

Below each SMILES – D1 antagonist | RXFP1 antag | D2 PAM | TRHR PAM | D1 potentiator | TRHR agonist | D2 antagonist | D2 agonist | D1 agonist
- O=C(CCC(=O)N1CCN(S(=O)(=O)c2ccc(Cl)cc2)CC1)Nc1cccc(Br)c1
    0 | -7 | 11 | 5 | 1 | 0.5 | -18 | 0.4 | 0
- COc1ccccc1-c1nc(-c2cccc(C)c2)no1
    -2 | -14 | -2 | 6 | 7 | 1.0 | 6 | 1.1 | 13
- CSc1ccc(C(=S)N2CCN(C(c3ccccc3)c3ccccc3)CC2)cc1
    -2 | -13 | -4 | -3 | 0 | 0.6 | 5 | 0.6 | 3
- O=S(=O)(NCC1CCN(c2ccc(S(=O)(=O)N3CCOCC3)cc2)CC1)c1ccccc1
    2 | -17 | 3 | 3 | -3 | -1.2 | . | . | -2
- CCCCCC(O)(c1ccc(OC)cc1)C(CN1CCOCC1)c1ccccc1 (configuration not stated)
    30 | -61* | 1 | 2 | 18 | 0.7 | -11 | -0.9 | 15
- O=C(c1ccc(F)cc1)C1CCN(C(=O)Nc2ccc(F)cc2F)CC1
    -7 | -28 | -5 | 7 | -5 | 0.1 | -13 | 0.2 | 1
- Cc1cc(C)c(CN2CCC(CO)(CCOc3ccccc3)CC2)cc1C
    14 | -23 | -19 | 4 | 2 | 3.7 | 23 | 0.5 | 20
- C=CCNc1nc(-c2cccs2)c(CC(=O)O)s1
    4 | 2 | -13 | -2 | 3 | -0.3 | 6 | 1.5 | 1
- O=C(Nc1ccc2nc(-c3ccco3)c(-c3ccco3)nc2c1)NC1CC1
    -12 | -37 | 9 | 5 | -5 | 1.0 | 2 | -0.8 | 5
- COC(=O)c1cn(NC(=O)c2ccc(F)cc2)c(=O)c2ccccc12
    6 | 17 | -8 | 6 | 1 | 0.5 | -10 | 0.2 | 0
- O=c1[nH][nH]c(C(F)(F)F)c1C=NCc1cccs1
    8 | 19 | -1 | -4 | 3 | 0.0 | 12 | 0.7 | 4
- N=c1n(CCN2CCCCC2)c2ccccc2n1CC(O)COc1ccccc1 (configuration not stated)
    -3 | -11&-26 | -13 | -3 | -6 | -0.3 | 7 | -0.4 | 3
- CCOc1ccc(NS(=O)(=O)c2ccc(C(=O)N(CC)CC(=O)NCc3cccs3)cc2)cc1
    7 | 14 | 0 | 4 | 4 | 0.6 | 1 | 1.0 | 2
- O=C(Nc1cccc(S(=O)(=O)NC2=NCCC2)c1)c1ccc(OC(F)F)cc1
    -10 | 3 | 19 | 5 | 1 | 0.3 | 2 | 0.4 | 1
- COc1ccc(C2(NC(C)=O)CCN(C(=O)CCC(=O)O)CC2)cc1
    5 | 2 | -11 | -6 | -11 | 0.6 | -1 | 51* | 1
- CCSc1nc(-c2ccc(OC)cc2)cc(-c2ccccc2)c1C#N
    6 | -5 | 0 | 5 | 10 | 1.4 | -13 | -0.6 | 3
- Cc1cc(C=O)c(C)n1-c1ccc(N2CCOCC2)cc1
    -23 | 2 | 9 | 0 | -5 | -0.4 | -6 | 0.5 | 2
- CCOc1ccc(C(C)=O)cc1CN1C(=O)C(=O)N(CC)C1=O
    18 | 4 | 1 | -2 | -8 | -0.2 | -2 | 2.2 | 2
- O=C(COC(=O)Cn1[nH]c(=O)c2ccccc2c1=O)NNC(=O)c1ccccc1
    28 | 3 | 11 | 10 | -2 | 1.6 | -30 | -0.2 | 1
- O=C(NCc1ccc2c(c1)OCO2)c1cccc(Cl)c1
    -13 | -9 | -2 | -5 | -5 | 0.8 | -3 | 0.2 | 2
- O=C(CN1C(=O)C2CCCCC2C1=O)Nc1nc(-c2ccccn2)cs1 (configuration not stated)
    -5 | 10 | -8 | 2 | -1 | 0.4 | 8 | -1.0 | 1
- CC(=O)N1CCN(S(=O)(=O)c2ccc3c(c2)CCC(=O)N3)CC1
    28 | 1 | 13 | 24 | 5 | 0.0 | -15 | -0.5 | 4
- CCOC(=O)c1cc2occc2n1CC(=O)Nc1ccc(OC)cc1OC
    -12 | 38 | -13 | -2 | -3 | 0.0 | 6 | 1.3 | 2
- O=C(CN1CCCCCC1=O)N1CCN(S(=O)(=O)c2cccs2)CC1
    -6 | -1 | 3 | 4 | -3 | 0.6 | -19 | -0.3 | -1
- CC(=O)c1cccc(NC(=O)c2nccnc2C(=O)O)c1
    10 | 10 | 3 | 3 | 0 | 0.1 | -3 | 1.0 | 1
- COc1ccc(-c2nc(CS(=O)CC(=O)NCCc3ccc(OC)c(OC)c3)c(C)o2)cc1 (configuration not stated)
    0 | 29 | -3 | -3 | -7 | -0.3 | -9 | 0.5 | 1
- O=C(NC1CCCCC1)C1CCC(CNS(=O)(=O)c2cccc3nsnc23)CC1 (configuration not stated)
    -24 | . | -7 | 2 | . | -0.2 | 5 | -1.1 | 3
- COC(=O)CSc1nc(N2CCCCC2)c2c(c1C#N)CCCC2
    7 | -5 | -6 | -2 | 6 | 0.4 | -4 | 0.5 | 13
- COc1ccc(CN2CCN(C(=O)c3cc(C4CC4)nn3-c3ccccc3)CC2)cc1F
    17 | 13 | -23 | 9 | 0 | -0.6 | -5 | 0.9 | 2
- Cc1c(C(=O)NC2=NCCS2)oc2ccccc12
    -1 | 17 | -2 | -2 | -3 | -0.7 | 11 | 0.1 | 1

Overlap with the part before: 3 compounds; new compounds follow.
Below each SMILES – D1 antagonist | RXFP1 antag | D2 PAM | TRHR PAM | D1 potentiator | TRHR agonist | D2 antagonist | D2 agonist | D1 agonist
- COC(=O)CSc1nc(N2CCCCC2)c2c(c1C#N)CCCC2
    7 | -5 | -6 | -2 | 6 | 0.4 | -4 | 0.5 | 13
- COc1ccc(CN2CCN(C(=O)c3cc(C4CC4)nn3-c3ccccc3)CC2)cc1F
    17 | 13 | -23 | 9 | 0 | -0.6 | -5 | 0.9 | 2
- Cc1c(C(=O)NC2=NCCS2)oc2ccccc12
    -1 | 17 | -2 | -2 | -3 | -0.7 | 11 | 0.1 | 1
- COc1ccccc1NC(=O)Cn1cnc2ccc(S(=O)(=O)N3CCC(C)CC3)cc2c1=O
    0 | . | 17 | 7 | -2 | 1.1 | . | -0.7 | 1
- CC(=O)Nc1c(-c2ccccc2)nc2cc(C)ccn12
    -8 | -15 | -2 | 2 | -9 | -0.2 | -13 | 0.2 | 3
- CCC(=O)NC(Nc1cccc(C)n1)(C(F)(F)F)C(F)(F)F
    9 | -15 | 17 | 5 | -5 | 0.1 | 7 | 1.8 | -1
- O=C(NCCc1ccccc1)c1ccc2c(c1)OCO2
    -11 | -10 | 4 | -5 | -4 | -0.2 | 24 | 0.0 | 4
- Cc1cccc(C)c1OCC(=O)NNC(=O)CCNC(=O)c1ccco1
    10 | 4 | -2 | -1 | 2 | 0.1 | -2 | 0.4 | 0
- O=C(NCCn1ccc2ccccc21)c1ccc(S(=O)(=O)N2CCOCC2)cc1
    -9 | 0 | -2 | -6 | -8 | 0.9 | 10 | 0.4 | 4
- CC1CCCC(CC(=O)O)(CC(=O)O)C1 (configuration not stated)
    20 | 12 | -19 | 5 | 0 | 0.3 | -18 | 0.9 | -2
- COC(=O)c1ccc(CN(c2ccccn2)S(=O)(=O)c2ccccc2)cc1
    -36* | -4 | 0 | -2 | -9 | -1.6 | 1 | -0.3 | 5
- CC(C)(C)OC(=O)N1CCN(C(=O)c2ncn(Cc3ccccc3)c2C(=O)N2CCN(C(=O)OC(C)(C)C)CC2)CC1
    . | . | 12 | 25 | 3 | -0.4 | 6 | 0.4 | -2
- COc1cc(NC(=S)NCc2ccco2)cc(OC)c1
    -4 | 4 | 9 | -5 | 0 | 0.3 | -4 | -0.4 | 0
- O=C1C=C(NCc2ccc3c(c2)OCO3)CC(c2ccccc2)C1 (configuration not stated)
    6 | -10 | 2 | -5 | -5 | -0.7 | -5 | -0.4 | 1
- COc1cc(OC)c2c(C)cc(=O)oc2c1C(CCN1CCN(c2ccccc2)CC1)c1ccc2c(c1)OCO2 (configuration not stated)
    -79* | . | 1 | 8 | -9 | -0.2 | 3 | 0.2 | 5
- COc1ccccc1C(=O)C1CCCN(Cc2ccc3c(c2)OCCO3)C1 (configuration not stated)
    -12 | -4 | -30 | 0 | -1 | -0.2 | . | . | 2
- CCCn1c(SCC(=O)c2ccc3c(c2)OCCO3)n[nH]c1=O
    -7 | -13 | -4 | -13 | 5 | 0.4 | -16 | 2.7 | 6
- COc1ccc(OC)c(/C=C2\SC(=S)N(NS(=O)(=O)c3ccc(C)cc3)C2=O)c1
    -2 | ? | -8 | -5 | -8 | 1.1 | -6 | 0.9 | 1
- c1ccc(C[C@H]2CN=C(Nc3ccccc3)N2CCCC2CCCC2)cc1
    -23 | . | -7 | 0 | -2 | 0.6 | -5 | 0.4 | 4
- Cc1cccc(N=C(NO)c2nonc2N)c1
    3 | 12 | -2 | -3 | 5 | -0.6 | -12 | -3.1 | 3
- Cc1ccccc1Nc1c(-c2ccncc2)nc2ccc(Cl)cn12
    -5&6 | 6&-10 | 5&-2 | 3&2 | 1&-1 | -3.0&-0.8 | 7 | -0.1&0.7 | 2&2
- O=C(CN1CCOCC1)NCc1ccc(F)cc1
    -1 | 1 | 2 | -3 | 3 | -0.8 | -10 | -1.4 | 2
- CCOC(=O)C1CCCN(C(=O)c2cc(Nc3ccc(OC)c(OC)c3)nc3ccccc23)C1 (configuration not stated)
    1 | -21 | 9 | 2 | 1 | 0.0 | -9 | 0.8 | 1
- O=C(NNc1ncnc2c1cnn2-c1ccc(F)cc1)c1ccco1
    32 | -2 | -2 | 0 | -2 | 0.4 | 0 | -0.3 | 2
- CC1CN(C(=O)COC(=O)CSc2ccc(C(N)=O)cc2[N+](=O)[O-])CC(C)O1 (configuration not stated)
    4 | -11 | -3 | 5 | 8 | -0.1 | 7 | 1.6 | 2
- CCOc1ccc(CN2CCNC(=O)C2CC(=O)NCC2CCOCC2)cc1 (configuration not stated)
    1 | 6 | 10 | 1 | -5 | 1.4 | 3 | 1.0 | 5
- Cc1nc(N2CCN(C)CC2)c2c(C)c(C(=O)Nc3ccc(F)cc3)sc2n1
    5 | -4 | -1 | -1 | 4 | 1.5 | 20 | 1.3 | 6
- Cc1noc(C)c1S(=O)(=O)N(CC(=O)NC(C)c1ccccc1)c1ccc(C(C)C)cc1 (configuration not stated)
    -21 | -22 | -5 | -7 | -4 | 1.1 | -4 | -0.9 | 13
- CN(C)C(=O)C(=O)c1cccn1-c1ccccc1C#N
    1 | 4 | 7 | -6 | -2 | 0.3 | -1 | -0.1 | 1
- Cc1cc(=O)[nH]c(SCC2(O)C3CC4CC(C3)CC2C4)n1 (configuration not stated)
    4 | 1 | -6 | -1 | -9 | 0.6 | -6 | 13 | 2

Entries of single compounds, looked up by structure. Order of screens: D1 antagonist | RXFP1 antag | D2 PAM | TRHR PAM | D1 potentiator | TRHR agonist | D2 antagonist | D2 agonist | D1 agonist
O=C(NNc1ncnc2c1cnn2-c1ccc(F)cc1)c1ccco1 as listed: 32 | -2 | -2 | 0 | -2 | 0.4 | 0 | -0.3 | 2
CC(C)(C)OC(=O)N1CCN(C(=O)c2ncn(Cc3ccccc3)c2C(=O)N2CCN(C(=O)OC(C)(C)C)CC2)CC1 as listed: . | . | 12 | 25 | 3 | -0.4 | 6 | 0.4 | -2
